TPT1 inh: C. albicans TPT1 enzyme inhibition. actives 0.81% (n = 300,000). inhibition, % at 5 µM. recombinant caTPT1, FP RNA substrate dephosphorylation;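 active = inhibition above the mean of all tested compounds plus 3 SD, set per screening campaign, cut at about 24% in these data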;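 also: plate controls were DMSO alone for no effect and ferristatin control at 100 nM for full effect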
MCL1-BIM inh: disrupts human MCL1 binding to BIM-BH3 peptide; Q07820; GST-MCL1 / FITC-Bim-BH3 fluorescence polarization; inhibition, % at 10.9 µM; actives 0.68% (n = 320,000);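 active = inhibition above the mean inhibition of all tested compounds plus 3 SD, set per campaign, cut at about 40% in these data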;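 also: 0% = DMSO wells and 100% = unlabeled Bim-BH3 peptide control; higher means more loss of mP so more displacement of Bim peptide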
Target sequence (Q07820 whole entry, looked up): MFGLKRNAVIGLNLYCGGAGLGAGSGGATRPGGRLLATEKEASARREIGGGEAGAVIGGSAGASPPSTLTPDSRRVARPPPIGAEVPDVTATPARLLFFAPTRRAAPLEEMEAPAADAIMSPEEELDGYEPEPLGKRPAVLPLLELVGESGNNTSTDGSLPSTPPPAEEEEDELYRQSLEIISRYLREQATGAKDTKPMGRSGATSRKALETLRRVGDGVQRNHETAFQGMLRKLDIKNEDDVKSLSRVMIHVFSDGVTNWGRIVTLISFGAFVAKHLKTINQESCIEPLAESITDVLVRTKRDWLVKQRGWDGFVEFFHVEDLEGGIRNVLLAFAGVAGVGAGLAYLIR
PME-1 primary: PME-1 (human) inhibition; Q9Y570; recombinant PME-1, FP-Rh probe fluorescence polarization; inhibition, % at 5.9 µM; actives 0.53% (n = 320,000); AID 2130;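 active = inhibition above the campaign mean of all compounds plus 3 SD, cut at about 26% in these data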;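 also: competitive labeling of PME-1 active site by serine hydrolase directed probe; 0% = PME-1 with DMSO and 100% = wells lacking PME-1 enzyme; inhibitors block probe labeling so polarization falls and inhibition rises; many of its hits are not listed in these tables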
GLD-1 TGE inh: GLD-1-TGE RNA interaction inhibition (C. elegans) | purified GLD-1 + fluorescein TGE RNA, fluorescence polarization | inhibition, % at 5.96 µM | actives 0.44% (n = 320,000) | AID 2280;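 active = percent inhibition above a per-plate cutoff, the plate mean of test compounds plus 3 SD, cut at about 30% in these data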;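 also: 0% = DMSO wells with GLD-1 and probe and 100% = wells lacking GLD-1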
MEX-5 binding: C. elegans MEX-5 TCR-2 RNA binding activity | activity score (negative = inhibition of binding), % at 10 µM | MEX-5/FITC-TCR2 RNA binding, fluorescence polarization; hits give low values | actives 0.38% (n = 300,000) | Q9XUB2;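 active = inhibition past about -25% in most replicates, and total fluorescence under double the plate's negative control median, limit read from the data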;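 also: 0% = DMSO and -100% = 5 µM competing unlabeled TCR2 RNA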
GSTO1 inh: GSTO1 inhibition, counter-screen for RBBP9 inhibitors. P78417. recombinant GSTO1, activity-based probe fluorescence polarization. inhibition, % at 5.96 µM. actives 1.1% (n = 300,000). AID 1974;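 active = inhibition above the campaign mean inhibition plus 3 SD, cut at about 35% in these data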;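 also: 0% = GSTO1-1 with DMSO and 100% = wells lacking GSTO1-1 enzyme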
BCLXL inh: inhibitors of human Bcl-xL. Q07817. GST-Bcl-xL / FITC-Bim BH3 peptide fluorescence polarization. inhibition, % at 10.9 µM. actives 0.7% (n = 320,000);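 active = inhibition above the mean of all tested compounds plus 3 SD, cutoff set per campaign, cut at about 30% in these data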;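 also: 0% = DMSO wells and 100% = unlabeled Bim-BH3 peptide competitor; inhibitors lower millipolarization by displacing the labeled peptide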
Fam108B inh: blocks mouse Fam108B hydrolase in RBBP9 counter-screen. AID 1947. actives 0.33% (n = 300,000). inhibition, % at 9.51 µM. recombinant Fam108B, FP-Rh probe fluorescence polarization;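 active = inhibition above the screen mean inhibition plus 3 SD, computed separately per campaign, cut at about 18% in these data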;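 also: inhibitors lower polarization as less probe binds the enzyme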
PAD4 inh: blocks human protein arginine deiminase 4. inhibition, % at 6.36 µM. recombinant PAD4, RCA probe fluorescence polarization. actives 0.41% (n = 330,000);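 active = percent inhibition above a cutoff equal to the mean of all tested compounds plus 3 SD, cut at about 15% in these data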;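 also: 0% = PAD4 with RCA probe and DMSO and 100% = probe without PAD4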
Target sequence (Q9UM07 whole entry, looked up): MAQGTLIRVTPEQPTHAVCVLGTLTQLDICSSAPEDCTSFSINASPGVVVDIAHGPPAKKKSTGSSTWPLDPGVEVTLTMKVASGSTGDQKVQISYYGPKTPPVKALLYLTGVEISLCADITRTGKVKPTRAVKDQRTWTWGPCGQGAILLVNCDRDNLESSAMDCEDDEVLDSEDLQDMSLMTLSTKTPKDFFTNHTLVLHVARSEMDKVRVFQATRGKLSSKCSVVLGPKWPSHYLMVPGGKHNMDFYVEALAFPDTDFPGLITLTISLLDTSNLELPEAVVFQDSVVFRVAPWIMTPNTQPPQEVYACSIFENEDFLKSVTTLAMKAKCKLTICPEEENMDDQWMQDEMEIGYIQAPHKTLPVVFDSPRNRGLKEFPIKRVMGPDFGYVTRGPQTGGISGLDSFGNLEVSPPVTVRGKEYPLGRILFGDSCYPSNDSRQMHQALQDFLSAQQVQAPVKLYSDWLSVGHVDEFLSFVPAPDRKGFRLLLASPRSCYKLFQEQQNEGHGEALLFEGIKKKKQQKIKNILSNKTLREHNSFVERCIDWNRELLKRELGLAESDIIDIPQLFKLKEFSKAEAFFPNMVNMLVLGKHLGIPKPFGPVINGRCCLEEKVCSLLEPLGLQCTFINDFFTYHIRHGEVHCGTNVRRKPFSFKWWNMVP
Active calls of the source: *; nt = not tested or not shown. Not all compounds are listed; count on the stated rates, not on these rows.

SMILES | TPT1 inh | MCL1-BIM inh | PME-1 primary | GLD-1 TGE inh | MEX-5 binding | GSTO1 inh | BCLXL inh | Fam108B inh | PAD4 inh
CCCCOC(=O)CCCc1ccc([N+](=O)[O-])cc1[N+](=O)[O-] | 1 | 1 | 2 | 2 | 1.2 | 4 | -1 | 2 | -1
CC(C)CN1CCNC(=O)C1CC(=O)NCCCN1CCCc2ccccc21 (configuration not stated) | 2 | 15 | 6 | 15 | -4.1 | 1 | 18 | 2 | -2
COc1ccc(CCNC(=O)C(C(=O)c2ccccc2)n2cc(Cl)ccc2=O)cc1OC (configuration not stated) | -3 | 2 | 1 | -2 | 0.7 | -2 | 2 | 2 | -3
O=C(O)CSc1cnc2ccccc2n1 | 2 | -2 | 2 | 1 | -1.0 | -12 | -3 | 0 | -4
N#C/C(=N\Nc1ccccc1)C(=N)N1CCCCCC1 | -1 | 12 | 6 | 5 | 1.8 | 12 | 9 | 3 | 0
CCOC(=O)CC(NC(=O)Cn1nnc(-c2ccccc2)n1)c1ccc(OC)cc1 (configuration not stated) | 3 | -11 | -10 | 2 | 2.2 | -9 | -4 | -8 | 0
O=C(c1ccccc1Cl)N1CCSCC1 | -2 | 4 | 5 | 3 | 1.2 | 14 | 2 | 1 | 2
Nc1ncnc(Sc2ccc(Cl)cc2)c1[N+](=O)[O-] | -1 | -2 | -7 | 4 | 0.6 | 9 | 0 | 2 | 3
O=[N+]([O-])c1ccc(COc2ccc(-c3[nH]ncc3-c3ccc(Cl)cc3)c(O)c2)cc1 | -3 | 2 | -11 | 11 | nt | 1 | 0 | -6 | 0
CCOC(=O)CN1C(=O)C(CC)Oc2ccc(Cl)cc21 (configuration not stated) | -2 | 4 | 1 | 4 | -1.9 | -2 | 3 | -3 | -6

Quoted at random: 2 records from the list, in no set order.
SMILES | TPT1 inh | MCL1-BIM inh | PME-1 primary | GLD-1 TGE inh | MEX-5 binding | GSTO1 inh | BCLXL inh | Fam108B inh | PAD4 inh
O=[N+]([O-])c1ccc(COc2ccc(-c3[nH]ncc3-c3ccc(Cl)cc3)c(O)c2)cc1 | -3 | 2 | -11 | 11 | nt | 1 | 0 | -6 | 0
O=C(O)CSc1cnc2ccccc2n1 | 2 | -2 | 2 | 1 | -1.0 | -12 | -3 | 0 | -4

(listing goes on)
SMILES | TPT1 inh | MCL1-BIM inh | PME-1 primary | GLD-1 TGE inh | MEX-5 binding | GSTO1 inh | BCLXL inh | Fam108B inh | PAD4 inh
COc1cccc(/C=N/NC(=O)c2[nH]nc3c2CCc2ccccc2-3)c1O | 10 | -45 | -53 | -31 | -3.1 | -11 | -49 | -17 | -1
O=C(CCN1C(=O)[C@@H]2Cc3ccccc3CN2C1=O)NCCc1ccccc1 | -3 | 6 | 3 | 7 | nt | 7 | 5 | 1 | 0
CC(=O)Nc1ccc(S(=O)(=O)N2CCSC2c2ccccc2Cl)cc1 (configuration not stated) | -4 | -12 | 5 | -5 | -0.1 | -13 | -3 | -9 | -8
O=C(NCc1ccc2[nH]c3c(c2c1)CCCC3)N1CCOCC1 | -8 | 66* | 2 | 40* | -14 | 49* | 64* | 2 | -17
O=C(NCCCN1CCOCC1)c1cc(C(=O)C2CC2)c[nH]1 | 1 | 8 | -2 | 4 | 0.7 | -1 | 9 | 7 | 3
CN(C)c1ccc(Cl)cc1N | -2 | 9 | -2 | 6 | -11 | 11 | 16 | 3 | 3
C=CCc1cccc(CNc2ccc(S(=O)(=O)Nc3nccnc3OC)cc2)c1O | 1 | 11 | 1 | 2 | -0.2 | 23 | 2 | -2 | 0
CCC(=O)OC1(C)C(=O)C2=COC(c3ccc(OC)cc3)=CC2=C(Br)C1=O (configuration not stated) | 2 | 39 | 4 | 22 | -11 | 33 | 23 | -3 | -10
CN(C)/C=N/c1c(C#N)cnn1-c1ncnc2sc(-c3ccccc3)cc12 | 1 | 1 | 1 | 0 | 3.1 | -2 | 1 | 5 | 3
C=CCN(CC=C)C(=S)NC(=O)/C=C/c1ccc(C)cc1 | 1 | 5 | 3 | 7 | 1.5 | 0 | -1 | 4 | -1
CCCCCCOc1ccc(C(=O)O)cc1 | -2 | 3 | 2 | 7 | 2.8 | 2 | -7 | 4 | 0
COc1ccc(C[C@@H]2CN3C(=NC[C@@H]3C)N2CCNC(=O)c2ccc(C)c(Br)c2)cc1 | 0 | -7 | -3 | 3 | -0.8 | 4 | 3 | 0 | 2
Cc1c(Cl)cccc1NC(=S)NCCc1ccc(Cl)cc1 | -2 | 11 | 12 | 1 | 0.3 | 5 | 2 | 2 | 0
Cc1ccc(C)c(N2C(=O)CC(Cc3ccc(Cl)cc3)C2=O)c1 (configuration not stated) | 0 | -4 | -4 | 4 | -1.1 | 0 | 2 | 0 | -2
CCN(CC)S(=O)(=O)c1cc(C(=O)Nc2ccncc2)ccc1Cl | 0 | 8 | 0 | 7 | 0.8 | 4 | 2 | -3 | 5
COc1ccccc1CNC(=S)NCc1ccc(Cl)cc1 | 0 | 11 | 4 | 3 | 0.3 | 1 | -1 | -6 | 2
CC(=O)Nc1ccc(NC(=O)COc2ccc(S(=O)(=O)N3CCCC3)cc2C)cc1 | 2 | -1 | 3 | 4 | -0.7 | 3 | 1 | 4 | 3
Cc1cc2ncn(C(=O)N3CCOCC3)c2cc1C | -1 | 3 | -1 | -4 | 0.2 | -4 | 5 | -2 | 2
COc1ccc(Br)cc1/C=C/C(=O)NC(=S)Nc1ccc(Cl)c(C(=O)O)c1 | 2 | 10 | -4 | 4 | -0.5 | -9 | 11 | -5 | 8
Cn1nnnc1Sc1ncnc2scc(-c3cccc(F)c3)c12 | nt | 3 | 5 | -3 | nt | nt | -3 | nt | 5
Cc1nnc(NC(=O)C2CC(=O)N(C(C)c3ccccc3)C2)s1 (configuration not stated) | 0 | 3 | 2 | 6 | 2.4 | -1 | 4 | -4 | -1
Cc1cccc(C)c1NC1=C(Cl)C(=O)OC1OC(=O)c1ccccc1 (configuration not stated) | -6 | 4 | 9 | 5 | 1.1 | -1 | 7 | 4 | 1
CC1CCc2nc(NC(=O)CCSc3ccccc3)sc2C1 (configuration not stated) | -2 | 1 | -3 | 6 | -1.4 | 2 | -2 | 0 | 3
CC(=O)Nc1c(O)nc(SCC(=O)N2CCCCC2)[nH]c1=O | nt | 3 | 2 | -1 | nt | nt | 0 | nt | 2
CN(C)CCCN1C(=O)C2CCc3[nH]c4ccccc4c3C2C1=O (configuration not stated) | 2 | 8 | 0 | 1 | nt | 3 | 7 | 1 | 0
CC(=O)c1ccccc1OC(=O)COc1ccc([N+](=O)[O-])cc1 | 1 | 0 | -5 | 7 | 0.8 | 2 | 2 | 3 | 0
Cc1cc(-c2nnc(SCC(=O)NC3CCCC3)o2)no1 | -2 | 3 | -4 | 6 | 0.0 | 12 | 7 | 3 | -3
COc1ccc(NS(=O)(=O)NC(=O)c2c[nH]c3ccccc23)cc1 | 3 | 0 | -5 | 2 | 0.3 | -2 | 3 | -2 | -3
O=c1c(-c2ccccc2)coc2c(CN3CCOCC3)c(O)ccc12 | -4 | 0 | 3 | -2 | 0.8 | 9 | 4 | -3 | -4
CO/N=C(/CS(=O)Cc1ccc(Cl)cc1)c1ccc(Cl)cc1 (configuration not stated) | -3 | -4 | 4 | 10 | 1.1 | 10 | -1 | -2 | 1
Cc1ccccc1SCC(=O)NNC(=O)c1ccncc1 | nt | 2 | 3 | 2 | nt | nt | 4 | nt | 1
O=C1COc2ccccc2CN1 | 1 | 0 | 4 | 3 | nt | 0 | 3 | 9 | 5
COC(C(=O)Nc1ccc(C(C)=O)cc1)c1ccccc1 (configuration not stated) | -3 | 6 | -6 | -1 | -2.7 | 2 | 2 | -3 | -3
CNC(=O)C1CCC(=O)N1Cc1ccc(C)cc1 (configuration not stated) | -4 | -6 | 0 | 4 | 1.1 | -4 | 1 | -1 | 3
O=C(CCNS(=O)(=O)c1ccc2[nH]c(=O)oc2c1)NCc1ccccc1 | 2 | 9 | 2 | 7 | -2.4 | 5 | 4 | -3 | 0
COc1ccc(NC(=O)c2cc3c(Cl)nc4ccccc4c3s2)c(OC)c1 | -3 | -4 | -7 | 2 | -3.9 | -1 | 2 | 9 | -5
CCOc1ccccc1NC(=O)N1C2CCCC1CC(NC(=O)C1CC1)C2 (configuration not stated) | -1 | 4 | 7 | -5 | 1.5 | 1 | 3 | -2 | -2
COC(=O)CSc1nc2c(c(-c3ccc(O)cc3)c1C#N)CCCC2 | -1 | 6 | -5 | 5 | 0.9 | -4 | 7 | 1 | 1
CCCOC(=O)c1ccc(N2C(=O)c3ccccc3C2=O)cc1 | 0 | 9 | -2 | 3 | 0.5 | 4 | -3 | -6 | 4
Cc1ccc2nc(-c3ccc(N4C(=N)SC5CS(=O)(=O)CC54)cc3)sc2c1 (configuration not stated) | -1 | 12 | -2 | -3 | 0.0 | 2 | 4 | 0 | -1
COC(=O)CN1C(=O)[C@H]2[C@@H](c3ccc(C)o3)N3C(=O)CN(CC4CC4)C(=O)[C@@]3(Cc3ccccc3)[C@H]2C1=O | -6 | 15 | -7 | 3 | -1.6 | 5 | 13 | 0 | 1
O=C(c1ccc(N2C(=O)c3ccccc3C2=O)cc1)N1CCCCC1 | -3 | -4 | -1 | 4 | -2.7 | -1 | -3 | 2 | -2
COc1cccc(N(CC(=O)NCCSCc2ccco2)S(=O)(=O)c2ccccc2)c1 | 1 | 3 | -1 | -2 | 4.5 | 4 | 3 | -8 | 0
O=C(NCc1cccnc1)c1ccccc1-c1nc(-c2ccccc2)no1 | -2 | -11 | 4 | 6 | 3.2 | -1 | 0 | -2 | 6
CSc1nc2ccc(S(=O)(=O)N3CCc4ccccc43)cc2s1 | -1 | 3 | 3 | -3 | 1.1 | 1 | 3 | -8 | 2
O=C(Cc1ccccc1[N+](=O)[O-])N1CCN(S(=O)(=O)c2ccccc2)CC1 | 1 | 6 | 11 | 0 | -1.2 | -1 | 2 | -50 | 4
O=C(O)c1cccc(-n2nc(-c3ccc(Cl)c([N+](=O)[O-])c3)c3ccccc3c2=O)c1 | 2 | 1 | 4 | -5 | -0.3 | 0 | 9 | 1 | -5
O=C(c1ccccc1)N1CCC(c2nc(-c3ccc(S(=O)(=O)N4CCOCC4)cc3)no2)CC1 | 2 | 3 | 6 | 8 | 1.0 | -4 | 2 | 2 | -4
Cc1ccc(S(=O)(=O)C2CCCCC2=O)cc1 (configuration not stated) | 3 | -6 | -3 | 3 | 4.1 | -1 | 3 | 1 | -2
O=C(c1cc2nc(-c3cccs3)cc(C(F)(F)F)n2n1)N1CCCc2ccccc21 | -1 | 4 | -1 | -6 | -3.5 | 5 | 5 | -2 | -7
Other entries
SMILES | TPT1 inh | MCL1-BIM inh | PME-1 primary | GLD-1 TGE inh | MEX-5 binding | GSTO1 inh | BCLXL inh | Fam108B inh | PAD4 inh
CC(C)(CNC(=O)CCC1CCCC1)CNC(=O)CCC1CCCC1 | -1 | -2 | -2 | -1 | 0.1 | -4 | 0 | -3 | -2
O=C(N/N=C/c1cccnc1)c1ccccc1Cl | -1 | 0 | -1 | 3 | -2.0 | 0 | 0 | 1 | 3
O=C(c1ccccc1Br)N1CCC(c2nc3ccccc3s2)CC1 | -1 | 2 | -4 | 9 | -1.3 | 7 | 5 | 0 | -4
COc1cccc(COC(=O)CSCC(=O)Nc2cccc(C)c2)c1OC | 1 | 3 | 7 | -2 | 0.2 | 7 | 2 | 1 | 1
O=C(Nc1ccncc1)c1cc2ccccc2o1 | -2 | -2 | -2 | -5 | nt | 1 | 0 | 6 | -4
COc1ccc(NC(=O)c2cccc(S(=O)(=O)N(C)c3ccccc3)c2)cn1 | 0 | 5 | 7 | 4 | 3.1 | -6 | 7 | -2 | -2

Assay outcomes deposited in PubChem by several laboratories.
